# Mdm2-MdmX inh – human Mdm2/MdmX binding inhibition; SaOS-2 split-luciferase Mdm2/MdmX complementation, luminescence; inhibition, % at 8 µM; AID 485346; 330,000 compounds, 3% hits;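 active = inhibition of at least 50% at 8 µM in the primary screen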
# Jurkat NFkB inh – lowers PMA/ionomycin-induced NF-kB signal in Jurkat cells; PMA/ionomycin-induced NF-kB luciferase reporter, luminescence; 330,000 compounds, 0.53% hits; inhibition, % at 4 µM; in the data active = inhibition above about 50%
# UPR XBP1 act – adaptive UPR (XBP1) activation | CHO-XBP1 luciferase reporter, IRE1-XBP1 UPR activation, luminescence; percent of tunicamycin response, DMSO as zero | activation, % at 20 µM | 330,000 compounds, 0.33% hits;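 active = versus positive control, 20 µM dose yields 30% or more activation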;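 also: 100% = tunicamycin at 10 µg/mL and 0% = DMSO only wells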
#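 Material: CHO-XBP1 cells stably carrying IRE1-XBP1-driven luciferase reporter | Medium: F12 with 10% serum | Compound dosing: 20 µM single concentration, DMSO 1% | Incubation: Overnight seeding at 37 °C, 6 h compound treatment at 37 °C | Detection: Steady-Glo luminescence read | Read-out basis: % activation of reporter signal versus tunicamycin and DMSO controls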
# CCR6 antagonist – CCR6 (human) receptor antagonism; P51684; 340,000 compounds, 0.49% hits; CHO-K1 CCR6 PathHunter beta-arrestin, luminescence, CCL20-stimulated; inhibition, % at 20 µM;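 active = compounds whose inhibition of the agonist-driven luminescence signal at 20 µM reaches about 50%, limit read from the data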;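 also: cells stimulated with CCL20 at 14 nM final; plate controls were DMSO with CCL20 for no effect and DMSO without agonist for full effect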
# Target sequence (P51684 whole entry, looked up): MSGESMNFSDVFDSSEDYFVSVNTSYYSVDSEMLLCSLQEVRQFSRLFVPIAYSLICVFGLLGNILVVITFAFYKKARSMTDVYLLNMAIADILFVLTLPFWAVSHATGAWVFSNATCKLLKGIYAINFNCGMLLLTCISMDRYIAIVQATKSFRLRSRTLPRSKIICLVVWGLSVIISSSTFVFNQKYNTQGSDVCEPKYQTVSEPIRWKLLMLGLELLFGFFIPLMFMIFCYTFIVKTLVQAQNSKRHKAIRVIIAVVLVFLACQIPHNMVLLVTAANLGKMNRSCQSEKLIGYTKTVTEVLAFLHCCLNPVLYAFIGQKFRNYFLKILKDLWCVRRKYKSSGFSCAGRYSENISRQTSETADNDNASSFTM
# 697 NFkB inh – lowers PMA/ionomycin-induced NF-kB signal in 697 B cells | 697 B-cell NF-kB luciferase reporter, 16 h | inhibition, % at 4 µM | 330,000 compounds, 0.33% hits | AID 435022; in the data active = inhibition above about 35%
# EBI2 block – blocks human EBI2 receptor beta-arrestin signaling | P32249 | EBI2 beta-arrestin recruitment, luminescence, 7a,25-OHC stimulated | inhibition, % at 5 µM | 360,000 compounds, 0.81% hits; in the data active = inhibition above about 38%;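 also: enzyme fragment complementation signal reports receptor beta-arrestin coupling in cells; 0% = agonist plus DMSO wells and 100% = wells without agonist; some results beyond the cut were filed as inactive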
# CHOP UPR activ – activators of apoptotic arm of unfolded protein response (CHOP) | CHO-CHOP luciferase reporter, UPR activation, luminescence; percent of tunicamycin response over DMSO baseline | activation, % at 10 µM | 330,000 compounds, 0.34% hits;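 active = at 10 µM dose, activation of 40% or more, normalized to positive control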;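 also: 100% = tunicamycin at 10 µg/mL and 0% = DMSO alone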
#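 Test system: CHO-CHOP cells, stable luciferase reporter of PERK-eIF2a-CHOP signalling | Quantity: 500 CHO-CHOP cells per well | Buffer or medium: F12 plus 10% serum | Compound dosing: 10 µM single point, 0.5% DMSO | Schedule: 6 h compound treatment, 37 °C | Signal: Luciferase luminescence | Control set: Tunicamycin high control, DMSO low control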
# CXCR6 inh – CXCR6 (human) receptor inhibition | O00574 | inhibition, % at 20 µM | CHO-K1 PathHunter CXCR6 beta-arrestin, luminescence | 360,000 compounds, 0.36% hits | AID 602244; in the data active = inhibition above about 34%, passing the limit was not always enough;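 also: antagonist mode with CXCL16 agonist at 10 nM final; 0% = 10 nM CXCL16 with DMSO and 100% = unstimulated wells without agonist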
# Target sequence (O00574 whole entry, looked up): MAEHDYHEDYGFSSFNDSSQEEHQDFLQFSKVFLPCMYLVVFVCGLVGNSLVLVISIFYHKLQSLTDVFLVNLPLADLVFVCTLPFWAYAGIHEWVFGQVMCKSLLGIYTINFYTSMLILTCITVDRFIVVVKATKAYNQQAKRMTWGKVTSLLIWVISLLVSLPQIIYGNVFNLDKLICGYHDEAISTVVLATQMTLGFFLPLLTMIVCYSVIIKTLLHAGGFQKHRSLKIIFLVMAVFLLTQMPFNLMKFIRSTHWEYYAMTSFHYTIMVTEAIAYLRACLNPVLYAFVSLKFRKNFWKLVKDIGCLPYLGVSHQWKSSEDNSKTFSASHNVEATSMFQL
# Gli-Sufu block – antagonists of Gli-Sufu signaling | inhibition, % at 5 µM | 340,000 compounds, 0.74% hits | AID 588413 | Sufu-KO-LIGHT fibroblasts, Gli luciferase reporter luminescence;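 active = inhibition above about 55%, limit read from the data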;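 also: 0% = DMSO-treated cells and 100% = wells with medium but no cells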
# Active calls of the source: *.
smiles	Mdm2-MdmX inh	Jurkat NFkB inh	UPR XBP1 act	CCR6 antagonist	697 NFkB inh	EBI2 block	CHOP UPR activ	CXCR6 inh	Gli-Sufu block
Cc1ccc(CS/C(Nc2ccccc2C)=C(\C#N)C(=O)NCc2ccco2)c(C)c1	-8.1	8.3	-2.4	31.1	18.5	27.2	2.9	14.1	10.2
CCC(=O)NC1(Cc2ccc(O)cc2)CCCCC1	-0.1	3.8	-1.2	-4.8	15.6	6.7	5.1	-2.0	4.5
O=C(CSc1ncc(C(=O)O)n1-c1ccc(F)cc1)NCc1ccc2c(c1)OCO2	-14.3	6.1	-3.3	0.5	-5.4	-6.0	2.1	-1.9	-0.5
CCc1ccccc1NC(=O)Nc1ccc(F)cc1F	14.1	-11.6	-1.6	1.6	10.3	-5.0	0.7	-1.9	-2.9
CCCn1c(N)cc(=O)n(CCC)c1=O	-12.2	6.2	-2.1	0.1	-0.7	10.2	1.9	1.4	2.0
O=C(COC(=O)c1ccc2[nH]c3c(c2c1)CCCC3)Nc1ccccc1Cl	29.4	2.9	52.4*	-12.7	5.0	0.0	-2.0	-9.1	50.5
O=C1CN(C(=O)CN2CCOCC2)C(c2ccccc2)c2cc(Br)ccc2N1 (configuration not stated)	-10.7	3.7	2.7	-9.4	5.7	-1.0	0.2	-0.4	3.4
CCCc1nn2c(=O)cc(CSCC(=O)Nc3nnc(C(C)C)s3)nc2s1	13.3	-6.8	0.4	7.5	8.2	0.2	-1.6	1.0	2.1
CS(=O)(=O)c1ccc(Cl)c(NC(=O)C2CCCN(C(=O)c3ccc(Cl)cc3)C2)c1 (configuration not stated)	1.5	4.8	2.1	-4.8	0.4	11.4	-0.2	7.6	4.3
O=[N+]([O-])c1cccc(/C=N/N2CCN(Cc3ccccc3)CC2)c1	-7.4	-44.2	0.9	3.4	-6.3	8.3	3.5	6.2	-32.8
CCn1c(SCC(=O)NC2CCCCC2)nc2c(c1=O)SCC2	0.1	30.8	-2.9	11.4	-12.4	-0.3	-0.9	-0.4	0.7
Cc1nc2ccccc2c(=O)n1NC(=O)Cc1ccc(Br)cc1	5.9	6.7	0.1	-6.4	12.4	-6.0	-2.0	5.6	2.8
CC1CCCN(C/C(O)=C(\C#N)c2nc3ccccc3[nH]2)C1 (configuration not stated)	7.7	0.1	-0.3	8.3	20.1	11.7	0.7	-6.3	1.3
O=[N+]([O-])c1ccc(-n2nnnc2-c2ccccc2)cc1	-15.6	6.8	-0.3	-7.4	-0.8	-13.3	-3.4	-5.5	-4.5
O=C(CN1CCOCC1)N(c1ccccc1)c1ccc2ccccc2c1	32.0	-9.5	0.7	10.2	-0.5	4.2	2.6	-4.5	0.7
O=C(CCN1C(=O)c2ccccc2S1(=O)=O)Nc1ccccc1F	12.1	12.3	-1.6	7.0	3.5	-6.1	1.5	-11.3	-20.9

# Reprinted at random: 2 records from the list, in no set order.
smiles	Mdm2-MdmX inh	Jurkat NFkB inh	UPR XBP1 act	CCR6 antagonist	697 NFkB inh	EBI2 block	CHOP UPR activ	CXCR6 inh	Gli-Sufu block
CC1CCCN(C/C(O)=C(\C#N)c2nc3ccccc3[nH]2)C1 (configuration not stated)	7.7	0.1	-0.3	8.3	20.1	11.7	0.7	-6.3	1.3
O=C(CN1CCOCC1)N(c1ccccc1)c1ccc2ccccc2c1	32.0	-9.5	0.7	10.2	-0.5	4.2	2.6	-4.5	0.7

# (further entries)
smiles	Mdm2-MdmX inh	Jurkat NFkB inh	UPR XBP1 act	CCR6 antagonist	697 NFkB inh	EBI2 block	CHOP UPR activ	CXCR6 inh	Gli-Sufu block
COc1ccc(NC(=O)C2CCCN(S(=O)(=O)c3ccc4[nH]c(=O)ccc4c3)C2)cc1OC (configuration not stated)	2.9	14.7	-3.6	-5.9	12.2	-4.2	-0.4	-7.3	-8.8
O=C(NCCC1=CCCCC1)C1CCN(S(=O)(=O)c2ccccc2)CC1	7.7	7.5	-0.9	6.2	6.7	-0.3	-0.4	-2.2	-3.4
COc1ccccc1-c1nn(-c2ccccc2)cc1C(=O)N1CCc2ccccc2C1	-20.4	-16.0	3.2	10.8	-24.2	3.9	0.9	9.8	-2.5
COC(=O)c1ccc(COc2ccc(/C=C/C(=O)c3ccc(OC)c(CSCC(=O)O)c3)cc2OC)cc1	-2.6	0.9	-6.1	7.9	-21.5	2.7	-0.8	-6.8	-1.9
Cc1sc2ncn(CC(=O)NC3CCCCC3)c(=O)c2c1C	27.6	0.7	-1.4	8.5	13.2	-8.2	-0.1	0.3	-9.5
CC1CN(c2ccccc2)CCN1C(=O)c1cc(COc2c(F)cccc2F)on1 (configuration not stated)	16.6	-11.6	-4.0	10.8	-5.7	-0.2	-1.0	4.1	0.7
CCn1c(C)nnc1SCC(=O)Nc1ccccc1Cl	4.4	1.9	1.8	15.4	4.7	-5.0	0.0	-0.1	3.3
COc1cc(Cl)ccc1OCc1cc(C(=O)N(C)C2CC(C)(C)NC(C)(C)C2)no1	25.1	-9.1	-1.7	8.7	-25.2	-14.0	3.0	-3.0	20.8
CCCC(=O)NCCCc1nc2ccccc2[nH]1	28.5	-9.0	-2.4	-6.2	16.0	-10.7	-0.4	-6.9	3.5
Cc1ccc(S(=O)(=O)n2nc(-n3c(C)ccc3C)c3c(F)cccc32)c2ccccc12	50.1*	16.5	-1.6	16.4	8.4	14.7	1.6	7.3	15.5
Cc1ccc(NC(=O)CSCC(=O)Nc2nnc(C3CC3)s2)cc1	15.0	13.5	4.7	2.7	19.4	5.0	1.9	-1.5	1.9
CC(=O)Nc1ccc(S(=O)(=O)NCCc2cc3c(C)ccc(C)c3[nH]c2=O)cc1	9.6	-13.8	1.4	0.7	-18.7	-3.4	-3.2	-3.8	0.3
COCCCNC(=O)c1ccccc1NS(C)(=O)=O	-5.8	7.0	-1.9	10.2	2.6	-6.4	-2.7	-0.6	10.6
CC(=O)Nc1ccc(NC(=O)CSc2nc(N)c(NC(=O)c3ccccc3F)c(=O)[nH]2)cc1	23.5	2.9	-3.5	2.7	15.1	-11.1	-0.9	-4.0	-8.9
CC(C)N1C(=O)CCC1C(=O)NCc1ccc(F)cc1Cl (configuration not stated)	2.7	-2.3	-6.6	-0.3	2.2	1.7	-0.2	6.3	9.7
Cc1cccc2nc(Cn3c(=O)n(CCCC(=O)NCc4ccco4)c(=O)c4ccccc43)cc(=O)n12	-15.0	13.6	-0.3	4.0	7.4	-10.7	2.0	-11.9	3.2

# Remaining list, next part:
smiles,Mdm2-MdmX inh,Jurkat NFkB inh,UPR XBP1 act,CCR6 antagonist,697 NFkB inh,EBI2 block,CHOP UPR activ,CXCR6 inh,Gli-Sufu block
COC(=O)C1CC(O)CN1C(=O)Nc1cccc(C(F)(F)F)c1 (configuration not stated),6.6,-6.5,-3.4,4.0,-0.4,-5.5,-0.5,-11.5,3.1
O=C(COC(=O)c1ccccc1Cl)Nc1nccs1,14.0,-9.8,1.0,-5.9,14.0,-18.1,1.7,-6.9,-9.2
Cc1ccc(C(=O)/C=C/c2ccc(F)cc2)o1,7.7,-4.7,8.2,21.9,3.4,18.3,6.2,6.9,-6.8
CC(C)CNC(=O)c1ccc(NC(=O)c2ccccc2[N+](=O)[O-])cc1,6.0,15.7,-0.8,16.0,-13.4,-5.5,1.6,-3.9,-2.0
Cn1c2c(c(=O)n(C)c1=O)CN(Cc1ccc3c(c1)OCO3)CN2,3.8,8.6,-2.4,0.8,10.2,-1.4,1.8,-3.4,-0.6
Cc1cccc(NS(=O)(=O)c2ccc(C)c(C(=O)NCc3ccccn3)c2)c1,4.4,6.5,-3.2,9.6,-5.8,-10.4,-0.9,-5.1,-3.6
CCSc1nc2sc3c(c2c(=O)n1-c1ccc(OC)cc1)CCN(C)C3,21.4,-3.2,-2.0,6.0,-1.3,6.4,-2.6,9.0,-4.3
O=C(Cn1cnc2cc([N+](=O)[O-])ccc2c1=O)NCCc1ccc(Cl)cc1,-20.7,-15.8,-0.3,-10.3,30.7,-0.6,-1.0,-7.4,46.8
Cc1cc(C)n2nc(SCC(=O)N3CCN(c4ccc(F)cc4)CC3)nc2n1,-23.4,6.7,-1.5,-0.9,-3.7,-3.2,-0.3,-3.6,-0.2
CC(C)c1ccc(CNc2ccc3c(c2)ncn3C)cc1,-26.9,-65.3,5.0,13.0,-71.2,-0.4,5.6,1.6,-46.9
COc1ccc(C2CC(=O)C(C=NCCCN3CCOCC3)=C(O)C2)cc1 (configuration not stated),-0.8,-1.4,-1.0,-11.9,-10.3,1.8,-1.0,-9.9,5.4
CCC(C)N1C(=O)S/C(=C/c2ccc(Sc3nc4ccccc4[nH]3)o2)C1=O (configuration not stated),89.2*,10.7,-2.5,15.6,-13.6,22.7,1.6,9.3,31.6
Cc1cccc(NC(=O)c2ccc(S(=O)(=O)N3CCN(C)CC3)cc2)c1C,17.0,2.5,-2.0,6.2,10.1,5.8,0.9,2.2,-13.9
COc1ccccc1OCCC(=O)OCC(=O)Nc1ncc(Cl)cc1Cl,13.7,-8.2,-2.0,-4.1,-1.9,4.2,-2.6,-4.9,-6.6
O=C(CCc1ccc(S(=O)(=O)NCCc2ccccc2)cc1)Nc1ccc2c(c1)OCO2,18.4,2.6,-0.9,-9.7,5.1,13.7,-0.7,-8.5,11.5
CCOC(=O)Cn1c(S(=O)(=O)Cc2ccccc2Cl)nc(-c2ccccc2)c1-c1ccccc1,33.2,6.6,-1.1,9.4,-0.7,42.4,6.3,7.5,19.8
COc1cccc(-c2nc(CSCC(=O)NCC3CCCO3)c(C)o2)c1 (configuration not stated),-2.5,0.9,1.8,-3.9,-2.9,4.7,-3.1,9.7,3.9
CCOc1cc(C(=O)Nc2ccc(F)cc2)cc(Br)c1OC,37.4,7.1,-1.6,17.5,-4.7,13.2,-0.1,7.3,20.3
CCCn1cc(CN2CCC(n3nccc3NC(=O)c3ccccc3)CC2)c(C)n1,11.5,15.7,-1.5,13.3,2.7,8.9,-0.7,0.1,3.5
O=C(Nc1ccccc1N1CCN(C(=O)c2ccccc2)CC1)c1cccc(Cl)c1,30.6,-0.8,-1.9,3.7,4.6,-7.8,2.1,5.9,-6.8
CC(C(=O)N1CCCCC1)N(C)CC(=O)Nc1ccc(Cl)cc1 (configuration not stated),8.4,-7.2,1.2,4.7,13.7,5.0,-0.6,6.0,-3.4
CC(=O)Nc1cccc(N2C(=O)CC(N3CCC(C(=O)N4CCCCC4)CC3)C2=O)c1 (configuration not stated),-3.8,5.3,-1.9,7.6,5.4,6.7,-0.9,2.3,-3.4
COc1ccc(-n2c(SCc3ccc([N+](=O)[O-])cc3)nnc2-c2ccccc2)cc1,-7.5,2.3,-1.3,21.4,7.9,7.0,1.7,12.8,10.8
